Screens deposited in PubChem by Vanderbilt High Throughput Screening Facility.
AMPAR-TARP mod = GluA2-stargazin AMPA receptor complex modulation; HEK293 GluA2+stargazin, membrane potential dye (FDSS), glutamate EC50; hits were called plate by plate, in both directions; calls only at 30 µM; 40,000 tested, 3.5% active;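 active means any of four per-well response measures lying three or more SD from its plate-wide compound average, in either direction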
Target sequence (O88602 whole entry, looked up): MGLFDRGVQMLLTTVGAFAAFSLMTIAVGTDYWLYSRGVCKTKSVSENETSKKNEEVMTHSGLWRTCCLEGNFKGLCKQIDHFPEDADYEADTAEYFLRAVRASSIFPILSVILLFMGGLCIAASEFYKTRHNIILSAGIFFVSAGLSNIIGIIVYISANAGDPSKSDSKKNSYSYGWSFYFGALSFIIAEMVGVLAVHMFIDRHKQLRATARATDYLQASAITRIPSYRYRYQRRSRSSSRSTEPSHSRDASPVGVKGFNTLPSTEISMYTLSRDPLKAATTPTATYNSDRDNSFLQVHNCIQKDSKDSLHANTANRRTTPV
Target sequence (P19491 whole entry, looked up): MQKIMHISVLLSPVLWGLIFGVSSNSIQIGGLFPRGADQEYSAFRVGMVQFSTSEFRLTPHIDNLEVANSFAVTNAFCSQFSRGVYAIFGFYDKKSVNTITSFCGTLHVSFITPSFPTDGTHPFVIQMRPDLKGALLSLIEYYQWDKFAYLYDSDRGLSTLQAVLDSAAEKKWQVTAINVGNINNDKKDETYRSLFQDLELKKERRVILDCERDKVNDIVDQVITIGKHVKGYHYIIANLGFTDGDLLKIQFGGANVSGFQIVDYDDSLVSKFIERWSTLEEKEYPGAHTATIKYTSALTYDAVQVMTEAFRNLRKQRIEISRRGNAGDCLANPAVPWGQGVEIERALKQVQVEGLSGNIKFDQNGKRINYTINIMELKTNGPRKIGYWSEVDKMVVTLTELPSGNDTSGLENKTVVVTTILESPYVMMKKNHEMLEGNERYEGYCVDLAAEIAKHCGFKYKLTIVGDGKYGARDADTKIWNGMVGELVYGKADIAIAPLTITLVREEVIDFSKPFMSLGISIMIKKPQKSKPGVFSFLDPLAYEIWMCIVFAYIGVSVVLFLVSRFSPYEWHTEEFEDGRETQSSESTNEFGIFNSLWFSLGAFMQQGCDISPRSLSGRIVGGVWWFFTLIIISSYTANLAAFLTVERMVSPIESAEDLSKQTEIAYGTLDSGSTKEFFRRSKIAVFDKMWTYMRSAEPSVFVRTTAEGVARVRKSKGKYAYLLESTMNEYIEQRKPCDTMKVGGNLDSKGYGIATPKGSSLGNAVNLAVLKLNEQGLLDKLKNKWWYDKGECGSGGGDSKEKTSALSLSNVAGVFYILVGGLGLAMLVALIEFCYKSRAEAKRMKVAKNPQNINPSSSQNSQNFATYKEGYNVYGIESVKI
AMPAR-TARP mod agonism max-min = second read-out of AMPAR-TARP mod, no call of its own (marks repeat the call); compound max-min signal; compound-alone response (agonism);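 unitless range of fluorescence divided by baseline over first 100 seconds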
AMPAR-TARP mod glutamate slope = recorded beside AMPAR-TARP mod, whose call it bears; glutamate slope, % of max; measured here: glutamate response slope, % max;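 scaled per plate between vehicle wells and maximal 1 mM glutamate control wells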
* hit, by the source's call; i = inactive; + = active, no number.

SMILES	AMPAR-TARP mod	AMPAR-TARP mod agonism max-min	AMPAR-TARP mod glutamate slope
CC1CCN(c2nc(-c3ccc(C(C)C)cc3)c3c(N)[nH]nc3n2)CC1	i	0.041	69
COc1ccc(N2CCN(c3nc4c(c(=O)n(C)c(=O)n4C)n3CC(O)COc3cccc(C)c3)CC2)cc1 (centres undefined)	i	0.13	63
CCSc1nc(N)c2c(n1)NC1=C(C(=O)CC(C)(C)C1)C2c1cccnc1 (centres undefined)	i	0.099	67
CCOC(=O)N1CCc2c(sc(NC(=O)C3CCCCC3)c2-c2nc3ccccc3s2)C1	i	0.12	69
CCNC(=S)N1CCN(C(=S)c2ccc(N(C)C)cc2)CC1	i	0.12	52
CN(C)c1ccc(C(=S)N2CCN(C(=S)c3ccc(O)cc3)CC2)cc1	i	0.081	52
CC12CC(NC(=S)N1c1ccc(F)cc1)c1cc(F)ccc1O2 (centres undefined)	i	0.046	56
O=C(NCc1ccccc1F)C(=O)Nc1ccc2c(c1)OCO2	i	0.045	60
CCN1CCN(CC(=O)Nc2ccccc2C)C(=O)C1=O	i	0.069	59
Cc1cc(C)c(N2CC(C(=O)O)CC2=O)c(C)c1 (centres undefined)	i	0.045	39
Cc1ccc(S(=O)(=O)NCCCC(=O)N2CCN(c3ccccn3)CC2)cc1	i	0.067	58
COc1ccc(OC)c2sc(N(CC3CCCO3)C(=O)C3CCCC3)nc12 (centres undefined)	i	0.091	56
COc1ccccc1-c1nnc(SCC(=O)N2CCC(C)CC2)o1	i	0.043	56
CCOC(=O)c1oc2ccccc2c1NC(=O)c1ccno1	i	0.084	48
Cn1cccc1C(CNS(=O)(=O)c1cc(F)ccc1F)N1CCCC1 (centres undefined)	i	0.053	41
C#CCN1C(=O)C2CCC(C)(C1=O)C2(C)C (centres undefined)	i	0.11	56
COc1ccc(NC(=O)c2ccc3ccccc3c2)cc1N1CCCCC1=O	i	0.046	51
COc1ccc(OC)c(-c2cc(C(=O)Nc3nn(C)c4c3CC(C)C(=O)N4)[nH]n2)c1 (centres undefined)	i	0.15	48
CCc1nc(SCc2cc(=O)[nH][nH]2)c2oc3ccccc3c2n1	i	0.15	66
O=C(CC1CCCC1)NCCC(O)c1cccs1 (centres undefined)	i	0.047	64
Cc1cc(C)cc(NC(=O)NCCOc2ccc3nnc(C)n3n2)c1	i	0.064	41
COc1cc(C(=O)Nc2nnc(-c3ccc(Br)s3)o2)cc(OC)c1OC	i	0.12	57
COc1cc(-c2ccc(SCC(=O)N3CCN(c4ccccc4)CC3)nn2)cc(OC)c1OC	i	0.039	58
NS(=O)(=O)c1ccc(CNC(=O)C(c2ccccc2)c2ccccc2)cc1	i	0.039	47
Cn1cc(C(O)CNC(=O)NC2CCCCC2)c2ccccc21 (centres undefined)	i	0.095	63

(listing goes on)
SMILES	AMPAR-TARP mod	AMPAR-TARP mod agonism max-min	AMPAR-TARP mod glutamate slope
COc1ccc(-c2nnc(SCC(=O)Nc3ccc(OC)c(OC)c3)n2N)cc1	i	0.053	54
O=C(c1ccccc1[N+](=O)[O-])N1CCN(Cc2nc(-c3ccco3)cs2)CC1	i	0.13	66
CC1CN(C)CCN1CC1CCN(C(=O)C2CC2)CC1 (centres undefined)	i	0.071	50
COc1cc(-n2nnc(C(=O)NCCc3ccccc3)c2N)ccc1Cl	i	0.13	55
CN1CCN(n2c3c(c(SCC(=O)Nc4cccc5ccccc45)nc2=O)CCC3)CC1	i	0.11	52
CC1=C(C(=O)Nc2ccccc2C)C(/C=C/c2ccccc2)n2ncnc2N1 (centres undefined)	i	0.036	58
Cc1ccc2c(=O)c(-c3nc(-c4ccccc4C)no3)cn(CC(=O)NCC3CCCO3)c2n1 (centres undefined)	i	0.022	32
CC1=C(C(=O)Nc2cccc(C(F)(F)F)c2)C(c2cccs2)C2=C(CC(C)(C)CC2=O)N1 (centres undefined)	i	0.075	41
Cc1ccc(Oc2cccc(NC(=O)c3cccc(C(F)(F)F)c3)c2)nn1	i	0.075	64
O=C(NCCN1CCC(c2cccs2)CC1)c1ccc(F)cc1Cl	i	0.057	55
CC(=O)N1CCN(c2c(C)cnc3c2c(=O)n(CC(=O)Nc2ccccc2F)c(=O)n3C)CC1	i	0.1	69
O=C(/C=C/c1ccco1)Nc1nncs1	i	0.13	68
COc1ccc(CNC(=O)NC2CCCC(O)C2)cc1OC (centres undefined)	i	0.093	57
CC(C)N(Cc1ccccc1)S(=O)(=O)c1ccc(C(=O)N2CCCc3ccccc32)cc1	i	0.058	70
Cn1c(=O)c2c(nc(N3CCOCC3)n2CCSc2nc3ccccc3s2)n(C)c1=O	i	0.15	64
CC(C)CN(CC(C)C)C(=O)C12CCC(C)(C(=O)O1)C2(C)C (centres undefined)	i	0.032	55
O=C(CCCS(=O)(=O)c1ccccc1)Nc1nc2c(F)cccc2s1	i	0.085	66
COc1ccc(C(=O)Oc2c(S(=O)(=O)c3ccc(C)cc3)c(C)nn2C(C)(C)C)cc1OC	+	0.045*	106*
NC(=O)c1ccccc1NC(=O)CCCn1nc(-c2ccccc2)ccc1=O	i	0.07	59
CCOc1cccc2sc(N(Cc3ccccn3)C(=O)Cc3ccc(S(=O)(=O)CC)cc3)nc12	i	0.062	51
O=C(NCCn1ncc2c(N3CCOCC3)ncnc21)c1cccc(Cl)c1	i	0.06	46
Cc1cc(N2CCOCC2)n2nc(C(F)(F)F)nc2n1	i	0.12	64
COc1ccc(OC)c(Nc2nc(CC(=O)Nc3ccc(C)cc3)cs2)c1	i	0.2	73
CCN1C(=O)c2cccc3c(NC(=O)c4ccc(S(=O)(=O)N(C)C5CC5)cc4)ccc1c23	i	0.098	78
CCN(CC)S(=O)(=O)c1ccc(C(=O)NCCOc2cc(C)cc(C)c2)cc1	i	0.11	67

Record cards, as listed above. Order of values: AMPAR-TARP mod	AMPAR-TARP mod agonism max-min	AMPAR-TARP mod glutamate slope
NC(=O)c1ccccc1NC(=O)CCCn1nc(-c2ccccc2)ccc1=O is listed with i	0.07	59
COc1ccc(-c2nnc(SCC(=O)Nc3ccc(OC)c(OC)c3)n2N)cc1 is listed with i	0.053	54
COc1ccc(C(=O)Oc2c(S(=O)(=O)c3ccc(C)cc3)c(C)nn2C(C)(C)C)cc1OC is listed with +	0.045*	106*

Among those listed so far, 7 have an aryl thioether with sulfur outside any ring.
SMILES	AMPAR-TARP mod	AMPAR-TARP mod agonism max-min	AMPAR-TARP mod glutamate slope
CCSc1nc(N)c2c(n1)NC1=C(C(=O)CC(C)(C)C1)C2c1cccnc1 (centres undefined)	i	0.099	67
COc1ccccc1-c1nnc(SCC(=O)N2CCC(C)CC2)o1	i	0.043	56
CCc1nc(SCc2cc(=O)[nH][nH]2)c2oc3ccccc3c2n1	i	0.15	66
COc1cc(-c2ccc(SCC(=O)N3CCN(c4ccccc4)CC3)nn2)cc(OC)c1OC	i	0.039	58
COc1ccc(-c2nnc(SCC(=O)Nc3ccc(OC)c(OC)c3)n2N)cc1	i	0.053	54
CN1CCN(n2c3c(c(SCC(=O)Nc4cccc5ccccc45)nc2=O)CCC3)CC1	i	0.11	52
Cn1c(=O)c2c(nc(N3CCOCC3)n2CCSc2nc3ccccc3s2)n(C)c1=O	i	0.15	64

(continued)
SMILES	AMPAR-TARP mod	AMPAR-TARP mod agonism max-min	AMPAR-TARP mod glutamate slope
COc1ccc(S(=O)(=O)N2CCC(C(=O)Nc3nc4c(s3)CC(C)CC4)CC2)cc1 (centres undefined)	i	0.083	42
CCOc1ccc(-c2cccc(NC(=O)NCc3ccccc3)c2)nn1	i	0.11	59
COc1cccc(-n2nnc3c(N4CCN(C(=O)c5c(OC)cccc5OC)CC4)ncnc32)c1	i	0.08	54
COc1ccc(NC(=O)CSc2nccn(-c3ccc(Cl)cc3)c2=O)c(OC)c1	i	0.12	56
CC1CC(C)CN(S(=O)(=O)c2ccc(C(=O)N3CCCc4ccccc43)cc2)C1 (centres undefined)	i	0.07	78
O=C(CSCc1ccccc1)NCCS(=O)(=O)N1CCN(c2ccccn2)CC1	i	0.037	38
Cc1ccc(S(=O)(=O)c2[nH]c(-c3ccccc3)nc2SCC(=O)NCc2ccco2)cc1	i	0.11	61
Cc1cccc(CS(=O)(=O)NCC2CCN(C)CC2)c1	i	0.087	56
COC(=O)c1ccc(NS(=O)(=O)c2ccc(N3C(=O)CCS3(=O)=O)cc2)cc1	i	0.088	60
Cc1ccc(C)c(NC(=O)Cn2c(=O)c(CNc3ccccc3)cc3cc4c(cc32)OCCO4)c1	+	0.074*	64*
COc1ccc(Br)cc1S(=O)(=O)NCCOc1ccc(-c2ccc(F)cc2)nn1	i	0.061	62
O=C(Nc1ccc(CC(=O)N2CCOCC2)cc1)Nc1ccccc1C(F)(F)F	i	0.13	57
O=C(Cn1c2c(c(=O)n(C3CCCCC3)c1=O)CCC2)Nc1nc2ccccc2[nH]1	i	0.15	53
COc1cc(NC(=O)c2ccc[nH]c2=O)c2ncccc2c1	i	0.21	79
COCCn1c(=O)c2c(nc3n2CCCN3c2cc(C)ccc2OC)n(C)c1=O	i	0.088	55
COc1cccc(C(=O)NCCS(=O)(=O)NCCc2ccc(OC)c(OC)c2)c1	i	0.088	53
Cc1ccc(S(=O)(=O)CCCC(=O)Nc2nc3c(C)c(Cl)ccc3s2)cc1	i	0.091	47
CN(C)C(CNC(=O)C1CCC1)c1cn(C)c2ccccc12 (centres undefined)	i	0.11	49
CCOc1ccccc1-c1nc(COC(=O)c2nnn(-c3cccc(SC)c3)c2C)c(C)o1	i	0.053	69
COc1cccc2cc(-c3nnc(NC(=O)c4cc5ccccc5o4)o3)oc12	i	0.076	0
O=C(CSc1ccc(-c2cccnc2)nn1)Nc1cc(C(F)(F)F)ccc1Cl	i	0.055	53
CNC(=O)C1Cc2ccccc2N1C(=O)c1ccc(OC(C)C)cc1 (centres undefined)	i	0.043	39
COc1ccc2cc(S(=O)(=O)c3cccc(Cl)c3)c(=O)oc2c1	i	0.07	60
COC(=O)C(C)Sc1ccc(NC(=O)c2cccc(F)c2)nn1 (centres undefined)	i	0.046	43
COc1ccc(CC(=O)Nc2cc(C)nn2-c2nc(-c3cccs3)cs2)cc1OC	i	0.054	34

(list continues)
SMILES	AMPAR-TARP mod	AMPAR-TARP mod agonism max-min	AMPAR-TARP mod glutamate slope
CN(C(=O)Cn1c(-c2ccc(F)cc2)ncc(C#N)c1=O)c1ccccc1	i	0.09	44
CN(C1CC1)S(=O)(=O)c1ccc(C(=O)Nc2nc(C(C)(C)C)cs2)cc1	i	0.11	81
COC(=O)Cn1c(=O)c2c(nc(-n3nc(C)cc3C)n2C(C)C)n(C)c1=O	i	0.044	33
COc1ccc(S(=O)(=O)N2CCN(Cc3nnnn3-c3ccccc3)CC2)cc1	i	0.092	66
COc1ccccc1-c1noc(Cn2c(=O)n(Cc3ccccc3Cl)c(=O)c3sccc32)n1	i	0.031	43
O=S(=O)(c1ccccc1)c1nc(-c2cccs2)oc1NCC1CCCO1 (centres undefined)	i	0.12	56
O=C(NCc1ccc2c(c1)OCO2)C(=O)Nc1c2c(nn1-c1ccc(Cl)cc1)CSC2	i	0.032	67
CC(=O)Cn1c(=O)c2c(nc3n(-c4ccccc4F)c(-c4ccccc4)cn23)n(C)c1=O	i	0.086	65
CCOc1ccc(/C=C/C(=O)Nc2ccccc2CC)cc1	i	0.056	46
COc1ccc(-c2cc(OCC(=O)Nc3ccc(OC)c(OC)c3)c3ccccc3n2)cc1	i	0.14	67
CCn1c(=O)c2c(nc(NCC(C)O)n2Cc2ccc(C)cc2)n(C)c1=O (centres undefined)	i	0.13	58
CCOc1ccc(Cl)cc1S(=O)(=O)N1CCCC(C)C1 (centres undefined)	+	0.049*	77*
OC(COCc1ccc(Cl)cc1)CN1CCN(c2ccccc2)CC1 (centres undefined)	i	0.038	57
CCCn1c(=O)c2c(nc3n2CC(C)CN3c2cc(C)ccc2OC)n(C)c1=O (centres undefined)	i	0.065	49
O=C(C(=O)N1CCN(C(c2ccccc2)c2ccccc2)CC1)c1c[nH]c2ccccc12	i	0.17	71
NC(=O)C1Cc2ccccc2N1C(=O)CCCN1C(=O)c2ccccc2C1=O (centres undefined)	i	0.048	54
CC1CCCCN1CC(O)COc1ccccc1C(C)(C)C (centres undefined)	i	0.092	63
O=S(=O)(Nc1ccc(N2CCCCS2(=O)=O)cc1)c1ccc(Br)cc1	i	0.11	57
CCOC(=O)Cn1c(N2CCCCCC2)nc2c1c(=O)[nH]c(=O)n2C	i	0.088	56
O=C(Nn1cnc2c(cnn2-c2ccccc2)c1=O)C(c1ccccc1)c1ccccc1	i	0.088	70
O=S(=O)(c1ccc(Cl)s1)N1CCC(c2nnc(-c3ccco3)o2)CC1	i	0.11	46
COc1ccc(CC(=O)N2CCC(c3nnc(C4CC4)o3)CC2)cc1	i	0.11	50
CC1CCc2nc(NC(=O)CN3CCOCC3)sc2C1 (centres undefined)	i	0.045	54
O=C(Nc1ccc([N+](=O)[O-])cc1)c1ccc(=O)[nH]n1	i	0.14	48
O=C(CN1CCC(c2nc3ccccc3[nH]2)CC1)Nc1ccc(C(F)(F)F)cc1	i	0.081	50
Cc1nnc(NC(=O)CSc2c(CC(C)C)cnc3c2c(=O)n(C)c(=O)n3C)s1	i	0.058	54

An excerpt of these results, in markdown:
| SMILES | AMPAR-TARP mod | AMPAR-TARP mod agonism max-min | AMPAR-TARP mod glutamate slope |
| --- | --- | --- | --- |
| O=C(CN1CCC(c2nc3ccccc3[nH]2)CC1)Nc1ccc(C(F)(F)F)cc1 | i | 0.081 | 50 |
| COc1ccc(S(=O)(=O)N2CCN(Cc3nnnn3-c3ccccc3)CC2)cc1 | i | 0.092 | 66 |

The list is partial (hit frequency here may not be typical).
